hERG WT inh – qHTS for Inhibitors of KCHN2 3.1: Wildtype qHTS | AID 720551, 2013 | Voltage-gated inwardly rectifying potassium channel KCNH2 (Homo sapiens), Q12809 | U2OS, BacMam KCNH2, thallium flux FluxOr; hits give low values | activity change, % at 1.84 µM | 340,000 tested, 0.37% active;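 active means maximum activity change below -70%; inconclusive means maximum activity change between -70% and -50%; inactive means maximum activity change above -50%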
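U2OS cells were transduced with wild-type KCNH2 virus (2.03 x 10^8 / mL) for 4 h at room temperature, then cultured overnight at 37 C. Thallium flux was read with FluxOr dye. Rate constants were normalized to DMSO controls.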
B2AR arrestin – qHTS assay of beta-arrestin-biased ligands of beta2-adrenergic receptor; beta-arrestin recruitment to beta2AR, cell-based reporter; 330,000 tested, 0.02% active; Potency, µM (titrated, usually from 46.1 µM), for the others: top-dose activation, actives largely listed as activators; AID 492947, 2010; Beta-2 adrenergic receptor (Homo sapiens), P07550;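 further: potency means the concentration at half of the fitted maximal effect; 0% = DMSO controls and full agonism = EC100 isoproterenol or metaproterenol; nearly all actives have a fitted effect of over 65% in size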
Target sequence (P07550 whole entry, looked up): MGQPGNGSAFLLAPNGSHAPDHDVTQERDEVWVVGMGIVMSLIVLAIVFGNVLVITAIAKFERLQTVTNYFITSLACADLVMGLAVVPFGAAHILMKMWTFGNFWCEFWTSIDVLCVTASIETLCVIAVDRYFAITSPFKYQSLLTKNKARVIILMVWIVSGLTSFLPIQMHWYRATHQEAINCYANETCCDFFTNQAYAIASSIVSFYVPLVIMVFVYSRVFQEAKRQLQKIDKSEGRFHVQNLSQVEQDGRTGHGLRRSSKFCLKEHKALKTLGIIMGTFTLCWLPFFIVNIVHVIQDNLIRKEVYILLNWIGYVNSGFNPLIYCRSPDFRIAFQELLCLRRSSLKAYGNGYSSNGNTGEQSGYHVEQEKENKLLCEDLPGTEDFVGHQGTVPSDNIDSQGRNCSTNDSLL
Giardia kill – Small Molecules that selectively kill Giardia lamblia: qHTS; Giardia lamblia trophozoite viability; activity change, % at 7.66 µM, hits read low; 340,000 tested, 0.15% active; AID 540267, 2011; in the data active means activity change below about -80%; inconclusive means between about -30% and that limit;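 further: parasites exposed to compound for two days anaerobically before the ATP read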
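Compounds were tested on trophozoites seeded at 100 cells/well and held 48 hrs at 37 deg C anaerobically. An ATP-based luminescent kit measured the remaining live cells.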
Chronic BCR inh – qHTS Assay to Find Inhibitors of Chronic Active B-Cell Receptor Signaling | 340,000 tested, 0.05% active | ABC-DLBCL IkBa-CBG/CBR reporter, luminescence ratio, 4 h | Potency, µM (series often up to 46.1 µM), inactives show top-dose ratio change, negative = lower green/red ratio, hits mostly inhibitors | AID 493014, 2011; active means well fitted inhibition curve with a large enough effect in the signal ratio, with a control signal flat, not every such curve was filed as active; inconclusive means small, poorly fitted or top-dose-only effect, or effect the other way, or a change in a side signal; the % refers to the signal ratio;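 further: potency means the concentration at half of the fitted maximal effect; plate controls were basal doxycycline-induced cells for no effect and cells given 10 µM MG132 for full effect; MG132 reads +100%, hits lower the ratio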
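Doxycycline induced both beetle luciferases in TMD8 lymphoma cells; IKK-driven degradation limits the IkappaBalpha-fused green signal, while red luminescence normalises for cell number and nonspecific effects. Compounds tested up to 46 uM, 4 hrs.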
uPA surface inh – qHTS for Inhibitors of Cell Surface uPA Generation; Potency, µM (highest dose often 38.3 µM), for the others: top-dose activity change, negative = inhibition, hits mostly inhibitors; AID 540303, 2011; cell surface uPA generation assay, qHTS; 330,000 tested, 0.31% active; active means well fitted inhibition curve with a large enough effect; inconclusive means small, poorly fitted or top-dose-only effect; inactive means no such curve, though single readings can be large or run the other way; tested in mouse RAW 264.7 cells; further: potency means the concentration at half of the fitted maximal effect; nearly all actives have a fitted effect of over 55% in size
KCNH2 3.1 inh – qHTS for Inhibitors of KCHN2 3.1: Mutant qHTS. AID 720553, 2013. 340,000 tested, 0.95% active. activity change, % (tested at about 1.8 µM). U2OS KCNH2 3.1, thallium flux FluxOr; hits give low values. Potassium voltage-gated channel subfamily H member 2, brain isoform KCNH2 3.1 (human);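 active means maximum activity change below -70%; inconclusive means maximum activity change from -70% to -50%; inactive means maximum activity change above -50%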;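 further: thallium influx rate constant from kinetic fluorescence after stimulation buffer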
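We transduce U2OS cells with the mutant 3.1 virus, culture them overnight, load FluxOr with Red40 quencher for 45 min, then add stimulation buffer and read kinetically for 2 min to derive a normalized rate constant.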
GALK inhibitor – qHTS Assay for Inhibitors of Human Galactokinase (GALK). P51570. Potency, µM (titrated, usually from 57.5 µM), for inactives: at the highest dose activity change, negative = inhibition, most hits filed as inhibitors. 270,000 tested, 0.007% active. Purified GALK, Kinase-Glo residual ATP luminescence; further: potency means the concentration at half of the fitted maximal effect
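The enzyme phosphorylates galactose (100 uM) using ATP (35 uM); inhibition is detected as higher residual ATP, quantified by bioluminescence after 1 h reaction at room temperature, pH 8.0.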
PKM2 activator – qHTS Assay for Activators of Human Muscle isoform 2 Pyruvate Kinase; Pyruvate kinase PKM (Homo sapiens), P14618; purified PKM2, Kinase-Glo ATP luminescence, activation; response scale: 0% is enzyme alone, no compound; Potency, µM (doses to about 57.5 µM), without a hit: at the highest dose activation, usual class: activators; 260,000 tested, 0.34% active; AID 1631, 2009; further: potency means the concentration at half of the fitted maximal effect; nearly all actives have a fitted effect of over 55% in size
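hPK-M2, >95% pure; 0.1 mM ADP / 0.5 mM PEP final; imidazole pH7.2 buffer w/ 7 mM MgCl2, 50 mM KCl; 1 h RT; Kinase-Glo lum. Intermediate enzyme activity for dual inhibitor/activator qHTS.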
Eya2 phos inh – qHTS Assay for Inhibitors of the Phosphatase Activity of Eya2; Protein phosphatase EYA2 (Homo sapiens), O00167; 330,000 tested, 0.006% active; Potency, µM (top dose mostly 76.9 µM), for inactives: top-dose activity, negative = inhibition, actives largely listed as inhibitors; recombinant Eya2, OMFP fluorescence dephosphorylation (OMFP is methylfluorescein phosphate); further: potency means the concentration at half of the fitted maximal effect
Target sequence (O00167 whole entry, looked up): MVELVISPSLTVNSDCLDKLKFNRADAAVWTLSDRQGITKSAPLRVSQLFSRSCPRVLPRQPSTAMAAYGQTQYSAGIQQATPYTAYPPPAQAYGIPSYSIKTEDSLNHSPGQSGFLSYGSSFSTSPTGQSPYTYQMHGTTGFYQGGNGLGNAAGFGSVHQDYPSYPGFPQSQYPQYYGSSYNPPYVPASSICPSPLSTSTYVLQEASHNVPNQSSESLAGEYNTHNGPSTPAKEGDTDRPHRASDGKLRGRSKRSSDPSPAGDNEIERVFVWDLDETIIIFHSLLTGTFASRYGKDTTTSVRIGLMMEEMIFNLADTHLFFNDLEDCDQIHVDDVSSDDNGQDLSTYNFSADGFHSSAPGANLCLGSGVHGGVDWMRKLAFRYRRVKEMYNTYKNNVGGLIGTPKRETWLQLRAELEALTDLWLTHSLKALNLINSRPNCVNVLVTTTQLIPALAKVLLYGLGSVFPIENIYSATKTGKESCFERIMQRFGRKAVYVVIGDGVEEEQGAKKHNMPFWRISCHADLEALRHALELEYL
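Eya2 protein (added as 0.2 uM solution) was preincubated with compound for 10 min at ambient temperature in 50 mM HEPES pH 7.5, 50 mM NaCl, 5 uM MgCl2, 0.05% BSA, 1 mM DTT. OMFP (added at 50 uM) then reacted 10 min; fluorescence read at 485/525 nm.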
USP2a block – qHTS Assay for Inhibitors of Ubiquitin-specific Protease USP2a Using CHOP2 as the Reporter | AID 463254, 2010 | USP2 core, Ub-CHOP2 coupled fluorogenic reporter, 485/531 | Potency, µM (doses to about 38.3 µM), without a hit: at the top dose activity change, negative = inhibition, usual class: inhibitors | 330,000 tested, 0.01% active;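 further: potency means the concentration at half of the fitted maximal effect; plate controls were DMSO wells for no effect and full inhibition by NEM control for full effect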
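USP2 core (10nM final) preincubated 30min RT with compound in 20mM Tris-HCl pH 8.0, 2mM CaCl2, 2mM beta-mercaptoethanol, 0.05% CHAPS; 25nM Ub-CHOP2 plus 25nM reporter substrate added, fluorescence (Ex485/Em531) read after 60min.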
Coupling enz – qHTS Assay for Inhibitors of Fructose-1,6-bisphosphate Aldolase from Giardia Lamblia: Coupling assay counterscreen | 290,000 tested, 0.67% active | coupling enzyme system counterscreen, AmpLite Red fluorescence | activity change, negative = inhibition, % at 58.2 µM, hits read low; in the data active means activity change below about -30%
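Counterscreen of the coupled detection system alone, without aldolase: glyceraldehyde-3-phosphate coupling enzymes plus AmpLite Red readout. Compounds at 57.5 uM final, 10 min RT preincubation, 20 min RT reaction, fluorescence 525/598 nm.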
Numbers without * were called inactive; ? = inconclusive; . = no result given; [ ] = dose if it differs, or a comment. Unless noted, the call rests on the fitted dose curve; in most records, active means well fitted curve in the direction sought with a large enough effect; inconclusive means small, poorly fitted or top-dose-only effect, or another doubt; inactive means no such curve, though single readings can be large; an effect the other way counts as inactive or inconclusive. Unless noted, on the % scale 0 is the no-effect control and ±100 the full control effect.

SMILES	hERG WT inh	B2AR arrestin	Giardia kill	Chronic BCR inh	uPA surface inh	KCNH2 3.1 inh	GALK inhibitor	PKM2 activator	Eya2 phos inh	USP2a block	Coupling enz
CCCn1c(N)c(C(=O)CSc2nc(N)cc(=O)[nH]2)c(=O)n(C)c1=O	-1	-0.3%	?	2%	-24%	1	.	.	-6%	4%	.
CCOC(=O)C1CCN(C(=O)CSc2ccc(Br)cc2)CC1	4	0.0%	-20	?	-3%	19	2%	2%	-6%	0%	-1
COC(=O)c1ccc(SC2CCCCC2)c([N+](=O)[O-])c1	28	0.3%	-5	17%	-1%	-5	0%	2%	-10%	4%	1
COc1ccc(/C=C(/CC(=O)Nc2ccc(C)cc2)c2nc3ccccc3s2)cc1	-5	-0.4%	-12	-1%	8%	-13	.	-2%	-2%	0%	1
COc1ccc(NC(=O)CCN2C(=O)c3ccncc3C2=O)cc1OC	1	-0.1%	-27	?	24%	-2	7%	-3%	0%	0%	1
Cc1c(Br)c([N+](=O)[O-])nn1CC(=O)Nc1ccc(CC#N)cc1	.	-0.3%	.	?	.	.	3%	1%	?	0%	1
COc1ccc(-c2nnc(N(C)C(=O)c3ccco3)s2)cc1OC	-2	-0.3%	44[activator]	-10%	-2%	27	2%	5%	8%	0%	1
Cc1ccc(C)c(N2CCN(C(=O)C3CCCCN3S(=O)(=O)c3ccc(F)cc3)CC2)c1 (stereo unspecified)	17	-2.2%	2	?	9%	-8	-1%	2%	0%	2%	0
Cc1cccc(N2CCN(C(=O)c3oc4ccc(Br)cc4c3C)CC2)c1C	-4	0.1%	-20	5%	0%	6	.	.	-6%	0%	.
O=C(CC1(O)C(=O)Nc2ccccc21)c1ccc(-n2cccc2)cc1 (stereo unspecified)	-9	0.1%	-2	-2%	-3%	-16	-3%	?	-1%	-2%	0
Cc1c(Cl)cccc1N(CC(=O)NC(C)c1ccccc1)S(C)(=O)=O (stereo unspecified)	1	-0.9%	5	0%	4%	6	-3%	-4%[11.5 µM]	4%	-1%	-3
CC(C)(C)CC(=O)Nc1nnc(SCC(=O)NC2CCCCC2)s1	-6	0.4%	8	-2%	1%	-7	2%	-3%	3%	4%	1
C=CCn1c(N)c(C(=O)OCC(C)C)c2nc3ccccc3nc21	-2	-0.3%	-12	?	4%	1	3%	1%	7%	1%	-4
O=c1c2ccccc2cnn1Cc1cccc(Br)c1	-9	-0.4%	15	3%	-2%	-1	1%	15%	8%	2%	-1
COc1ccc(CCNC(=S)N2CCC(C(=O)c3ccc(F)cc3)CC2)cc1OC	.	0.4%	?	0%	-19%	-14	9%	.	-8%	-1%	0
CC(C)COc1ccc(CN=C(N)N=C(N)N)cc1Cl	39	-0.2%	0	-1%	5%	-15	0%	-1%	-20%	-1%	3
CN(C)S(=O)(=O)c1cc(NC(=O)CNCCN2CCOCC2)ccc1Cl	2	-0.9%	-4	0%	17%	0	.	-3%	10%	1%	7
Cn1cc(C(=O)NCCN2CCN(c3cccc(Cl)c3)CC2)c2c3ccccc3n(C)c2c1=O	4	-0.1%	6	6%	.	-24	0%	0%	3%	0%	-2
CC(C)c1ccc2c(c1)C1(NN=C(c3ccccc3)S1)C(=O)N2 (stereo unspecified)	-3	-1.0%	-8	?	-9%	-6	0%	-2%	-11%	3%	-5
Cc1cc(C)c(NC(=O)COC(=O)CCc2ccc(S(=O)(=O)N3CCCCC3)cc2)c(C)c1	-7	-0.7%	-6	-4%	0%	-15	1%	0%	1%	2%	2
CCOC(=O)c1c(NC(=O)CSc2nnc(Cc3ccccc3)o2)sc(C(C)=O)c1C	9	-0.2%	5	-3%	.	-3	-3%	1%	-16%	1%	1
COC(=O)N1[C@H](C)C=C[C@]1(Cc1ccccc1)C(=O)OC	-5	.	-10	.	-10%	-9	.	0%	.	.	3
COC(=O)c1ccc(NC(=O)CN2C(=O)CSC2=O)cc1	2	0.0%	-6	6%	0%	4	1%	-17%	-14%	0%	-6
Nc1ccc(CN2CCCCCC2)cc1	7	0.1%	3	-4%	6%	12	0%	-8%	-1%	-4%	0
Cc1ccc(NC(=S)N(CCCN2CCCC2)Cc2cccn2Cc2ccc(Cl)cc2)cc1C	4	0.3%	25	-8%	-1%	-30	0%	-9%	-3%	6%	2
CC(O)c1cccc(NC(=O)C2CCCCC2)c1 (stereo unspecified)	-2	0.0%	?	?	-3%	0	10%	-1%	8%	3%	1
C=CCSc1nc2c(c(=O)[nH]c(=O)n2C)n1Cc1ccc(C)cc1	-4	-0.4%	28	-7%	-12%	-3	0%	1%	-2%	3%	0
O=C(O)C1(P(=O)(c2ccc(Cl)cc2)c2ccc(Cl)cc2)CCCC1	-6	-0.3%	2	0%	10%	-5	-1%	-7%	4%	1%	9
Cc1[nH]nc(SCC(=O)N2CCC(C)CC2)c1[N+](=O)[O-]	-8	0.1%	-15	?	5%	4	3%	0%	2%	4%	0
O=C(O)c1ccccc1C(=O)NNc1ccc(Cl)cc1	1	-0.8%	5	?	3%	2	1%	1%	15%	0%	2
CC(=O)c1ccccc1OC(=O)c1c(F)cccc1F	13	-0.4%	-2	?	-6%	26	.	2%	-22%	-2%	-1
COc1cc(C=O)ccc1OC(=O)c1ccncc1	-30	0.0%	-15	-7%	7%	-17	6%	-10%	-4%	2%	-2
O=C1C=C(N2CCCCCC2)C(=O)N1c1ccc(Cl)cc1	-1	0.1%	-23	3%	-6%	7	-2%	.	2%	-6%	7
O=S(=O)(c1c(F)cccc1F)C1CCN(S(=O)(=O)c2ccc3c(c2)OCCO3)CC1	.	0.2%	-8	?	3%	.	.	.	-2%	2%	.
CCCCC(=O)NNC(=S)NC(=O)CCC	7	-0.4%	-3	-3%	-4%	11	0%	-5%	-2%	1%	-12
COc1ccc(S(=O)(=O)N2CCCN(CC(=O)C(C)(C)C)CC2)cc1	-7	-0.4%	2	-14%	6%	5	0%	?	2%	1%	0
Cc1coc2c1c(C)cc1oc(=O)c(CC(=O)NCC(=O)N[C@H](C(=O)O)C(C)C)c(C)c12	-4	0.3%	-5	?	2%	6	0%	.	-4%	1%	4
CC(C)CCNC(=O)C(=O)Nc1ccccc1	-5	0.2%	2	?	-1%	-3	1%	-7%	-3%	-1%	0
Cn1c(=O)n(C)c2cc([N+](=O)[O-])c(N3CCN(C(=O)c4ccc(Cl)cc4)CC3)cc21	29	0.4%	22	?	9%	-20	2%	-2%	-19%	5%	2
CCOC(=O)c1ccc(NC(=O)NC(C)C2CCCO2)cc1 (stereo unspecified)	-16	-0.1%	-14	-5%	.	9	2%	-5%	12%	2%	1
NS(=O)(=O)c1ccc(CCNC(=O)CSc2ccc(Cl)cc2Cl)cc1	9	0.2%	0	0%	-2%	-14	-2%	-8%	?	4%	-3
O=S(=O)(c1ccccc1)N1CCN(S(=O)(=O)N2CCCCC2)CC1	5	0.0%	0	0%	3%	-5	-1%	3%	-21%	-1%	4
COc1ccc(S(=O)(=O)N2CCN(C3CCN(Cc4ccccc4)CC3)CC2)cc1	36	0.3%	23	2%	-1%	-12	5%	4%	-5%	4%	0
COc1ccc(S(=O)(=O)N2CCCCCC2)cc1C(=O)OCc1c(C)noc1C	5	0.2%	-7	-14%	-1%	14	0%	2%	3%	1%	-1
O=C(/C=C/c1ccc2c(c1)OCO2)NCc1ccncc1	14	0.5%	-3	6%	-3%	-17	0%	5%	-11%	-1%	1
OCC[C@@H]1C[C@@H](O)[C@H](O)[C@]2(CCc3ccccc3O2)O1	1	-0.2%	5	1%	-5%	-5	.	1%	0%	1%	-1
COc1ccc(-c2ccc3oc(-c4ccsc4)cc(=O)c3c2)cc1F	.	0.0%	5	?	8%	.	.	.	-5%	3%	.

Results in GALK inhibitor and Giardia kill, for some of the entries so far:
Structure,GALK inhibitor,Giardia kill
COc1ccc(-c2ccc3oc(-c4ccsc4)cc(=O)c3c2)cc1F,.,5
CC(C)CCNC(=O)C(=O)Nc1ccccc1,1%,2

Screening data as filed in PubChem.
